From PubChem BioAssay
PriA SSB inh: inhibitors of Klebsiella pneumoniae PriA binding to SSB C-terminal tail, primary screen, biochemical, AlphaScreen; AID 1272365, 2023; inhibition, % at 33 µM; 430,000 compounds, 0.6% hits; PriA–SSB C-terminal tail interaction (Klebsiella pneumoniae); AlphaScreen SSBct-PriA binding, biotinylated peptide; in the data active means inhibition mostly above about 37%, no sharp cut-off; inactive means mostly below about 20%;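 further: plate controls were negative control peptide for no effect and reference peptide for full effect; strong numbers were not always called active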
PfHsp40 yeast: rescue of yeast from PfHsp40 toxicity, primary screen, S. cerevisiae, ATP luminescence; S. cerevisiae expressing PfHsp40, growth rescue; growth rescue, % at 12.5 µM; 340,000 compounds, 0.68% hits; AID 504582, 2011; in the data active means growth rescue above about 28%, passing the limit was not always enough;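 further: yeast W303a lacking pdr1 and pdr3 grown in galactose medium; growth measured after three days at 30 °C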
Y pestis TopoI: Yersinia pestis topoisomerase I inhibitors, primary screen, biochemical, cleavage product accumulation, plate reader, single point; DNA topoisomerase I (Yersinia pestis CO92); Y. pestis Topo-I cleavage product accumulation; activity, % at 10 µM; 360,000 compounds, 0.064% hits; AID 504884, 2011; in the data active means activity above about 50%, passing the limit was not always enough; further: inactives centre near 2
TcdB inh: TcdB glycohydrolase inhibitors, primary screen, biochemical, single point, plate reader | Toxin B (Clostridioides difficile), P18177 | TcdB glycohydrolase enzymatic assay | inhibition, % at 9.99 µM | 350,000 compounds, 0.24% hits | AID 652162, 2013; in the data active means inhibition above about 10%
SARS 3CLpro inh: SARS-CoV 3CLpro protease inhibitors, primary screen, biochemical, quenched FRET. Replicase polyprotein 1ab (Severe acute respiratory syndrome coronavirus), P0C6X7. 290,000 compounds, 0.14% hits. inhibition, % at 6 µM. recombinant SARS-CoV 3CLpro, quenched FRET peptide cleavage; in the data active means inhibition above about 12%
Anthrax LF prot: Bacillus anthracis LF protease inhibitors, primary screen, biochemical, multiplex microsphere, MLPCN library; Lethal factor (Bacillus anthracis), P15917; multiplex microsphere protease cleavage assay; inhibition, % at 10 µM; 360,000 compounds, 0.12% hits; in the data active means inhibition above about 30%; further: plate controls were buffer without enzyme for full effect and enzyme alone for no effect
DUSP3 inh: VHR1 phosphatase inhibitors, primary screen, biochemical, absorbance, uHTS | Dual specificity protein phosphatase 3 (Homo sapiens), P51452 | recombinant VHR phosphatase, pNPP absorbance | inhibition, % at 13.3 µM | 290,000 compounds, 0.52% hits | AID 1654, 2009; in the data active means inhibition above about 50%; further: some compounds called inactive have numbers as strong as hits
Target sequence (P51452 whole entry, looked up): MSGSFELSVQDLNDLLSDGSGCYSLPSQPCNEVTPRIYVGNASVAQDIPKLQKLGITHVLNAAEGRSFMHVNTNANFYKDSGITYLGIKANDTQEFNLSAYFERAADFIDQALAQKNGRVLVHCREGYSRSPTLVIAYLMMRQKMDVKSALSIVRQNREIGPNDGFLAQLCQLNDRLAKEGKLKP
MazF activator: activators of E. coli MazEF toxin-antitoxin RNase, primary screen, biochemical, fluorescence, uHTS; Endoribonuclease toxin MazF (Escherichia coli (strain K12)), P0AE70; FAM/BHQ RNA-DNA oligo cleavage fluorescence, 5 h; activation, % at 20 µM; 350,000 compounds, 0.32% hits; in the data active means activation above about 50%
Target sequence (P0AE70 whole entry, looked up): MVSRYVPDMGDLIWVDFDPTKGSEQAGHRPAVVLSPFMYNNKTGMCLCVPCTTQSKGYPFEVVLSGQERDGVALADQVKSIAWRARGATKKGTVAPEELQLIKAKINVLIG
Rv3671c protease: Rv3671c serine protease inhibitors, primary screen, biochemical, fluorescence polarization, M. tuberculosis H37Rv; AID 2606, 2010; P9WHR9; 320,000 compounds, 0.048% hits; inhibition, % at 5.96 µM; in the data active means inhibition above about 38%;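 further: extracellular domain of Rv3671c used as enzyme; 0% = enzyme with DMSO and 100% = no enzyme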
Target sequence (P9WHR9 whole entry, looked up, the tested form may be a part): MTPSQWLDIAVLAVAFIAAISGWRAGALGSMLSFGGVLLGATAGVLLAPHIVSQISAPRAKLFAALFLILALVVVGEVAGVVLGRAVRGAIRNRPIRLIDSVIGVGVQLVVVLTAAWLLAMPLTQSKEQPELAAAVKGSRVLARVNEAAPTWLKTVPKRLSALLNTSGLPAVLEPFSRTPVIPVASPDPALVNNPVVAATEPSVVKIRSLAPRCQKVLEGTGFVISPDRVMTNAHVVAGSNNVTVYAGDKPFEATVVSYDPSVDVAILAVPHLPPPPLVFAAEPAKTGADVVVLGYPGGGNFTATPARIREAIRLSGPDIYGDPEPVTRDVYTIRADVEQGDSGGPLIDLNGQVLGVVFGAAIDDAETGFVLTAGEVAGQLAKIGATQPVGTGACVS
BH1578 lux ind: inducers of Vibrio cholerae quorum light production without autoinducers, primary screen, BH1578 luxS cqsA deficient, single point. V. cholerae BH1578 lux reporter, luminescence, 6 h. 350,000 compounds, 0.16% hits. activation, % at 18.7 µM. AID 588436, 2011; in the data active means activation mostly above about 9.7%, no sharp cut-off; further: not every result past the cut was called active; inactives centre near 0; reference of the scale not given here
Numbers without * were called inactive; i = inactive; · = not tested or not shown; & = joins results of further samples.

SMILES	PriA SSB inh	PfHsp40 yeast	Y pestis TopoI	TcdB inh	SARS 3CLpro inh	Anthrax LF prot	DUSP3 inh	MazF activator	Rv3671c protease	BH1578 lux ind
CCN1CCc2c(sc(NC(=S)NC(=O)c3ccc(Cl)cc3)c2C(N)=O)C1	0	0.7	-8	-1.4	2	1	37	11	0	-1.6
Cc1ccc(OCCC(=O)NNC(=O)c2cc(C)oc2C)cc1	-40	0.4	6	1.8	·	-3	·	6	4	i
CN(C)S(=O)(=O)N1CCc2ccc(NC(=O)c3ccccc3Cl)cc2C1	0	0.3	4	0.1	-2	·	-2	9	-3	i
O=C(CSc1nc2ccccc2o1)Nc1ccccc1N1CCCCCC1	-18	0.7	10	·	-3	·	31	0	9	-0.3
CNC(=O)C[C@H]1C(=O)N(CCc2ccccc2)C[C@@H]1Cc1ccccc1	·	·	3	0.2	·	-3	·	2	·	-0.4
C[C@@H]1CC[C@@]2(NC1)O[C@H]1C[C@H]3[C@@H]4CC=C5C[C@@H](O)CC[C@]5(C)[C@H]4CC[C@]3(C)[C@H]1[C@@H]2C	-3	-0.2	1	·	-5	-2	-2	10	0	-0.6
CC(=Cc1ccccc1)C(=O)c1ccccc1	·	·	1	0.2	·	-4	·	0	·	-4.0
O=C(/C=C/c1ccco1)c1ccc(NC(=O)C23CC4CC(CC(C4)C2)C3)cc1	-5	-0.6	3	1.4	4	1	-2	2	-56	-0.3
C=CCn1c(C)cc(-c2csc(NC(=O)C3=COCCO3)n2)c1C	6	0.8	-9	-0.5	·	-3	·	11	4	10
COc1ccc(NC(=O)C(C)Oc2ccc(/C(C)=N\O)cc2)cc1 (centres undefined)	·	-1.2	1	·	7	-2	24	-5	-4	7.7
Cc1ccc2c(c1)c1ncn(Cc3ccc(F)cc3)c(=O)c1n2C	-2	-0.6	-2	1.1	8	-5	19	-4	5	-0.4
CCN(CC(=O)Nc1ccc2c(c1)OCCO2)C(=O)/C=C/c1ccc(OC)cc1OC	-4	1.0	29	1.6	-2	-4	-2	-2	-6	-0.8
CCOC(=O)c1c(C)n(S(=O)(=O)c2ccc(C)cc2)c2ccc(O)c(C(=O)O)c12	5	1.1	4	-3.9	13*	-1	32	-2	3	-0.4
N#CC(C(=S)Nc1ccccc1)c1nc2ccccc2[nH]1 (centres undefined)	-2	5.4	-8	2.1	5	-11	-4	-1	5	-0.4
COc1ccc(CC(=O)NC(C)c2nnc(SCC(=O)c3ccc(OC)cc3)n2C)cc1 (centres undefined)	23	1.0	14	0.4	4	-2	22	9	4	i
CN(C)c1ccc(C=C2SC(=S)N(Cc3ccco3)C2=O)cc1	·	·	0	-2.4	·	7	·	4	·	i
Cc1ccc(C(=O)NC2CCCCC2)cc1	-8	-1.2	9	0.5	-1	0	23	-5	-7	-1.4
COc1ccc(CCNCC(O)COc2ccc(Cl)cc2)cc1OC (centres undefined)	3&9&-6	-0.5	-8	-0.4	-3	0	8	10	7	i
N#Cc1cn(Cc2ccccc2)c2ccccc12	-34	0.5	19	·	-2	-4	-10	-1	-9	-0.3
CCOC(=O)C1CCCN(C(=O)c2cc(S(=O)(=O)N3CCCCC3)c[nH]2)C1 (centres undefined)	-5	-0.2	-8	0.6	-2	-5	6	3	4	-0.2
Cc1ccc2c(CC(=O)NCC3COc4ccccc4O3)coc2c1 (centres undefined)	-5	7.0	9	·	-2	-1	22	7	-3	i
COCC(=O)Nc1nc2n(n1)C(c1ccccc1Cl)CC(c1ccc(OC)cc1)N2 (centres undefined)	1	0.1	16	2.1	-1	1	4	12	-1	-0.2
CCOC(=O)c1c(NC(=O)C(=O)N/N=C/c2ccccc2OC)sc2c1CCCCC2	·	-0.5	-4	·	4	-1	33	0	-8	i
COC(=O)c1c(-c2ccccc2)csc1NC1=NS(=O)(=O)c2ccccc21	-8	-1.6	-1	·	-4	-1	8	-2	-11	-0.2
CCCn1ccnc1SC(C)C(=O)Nc1c(C)n(C)n(-c2ccccc2)c1=O (centres undefined)	6	1.0	-7	1.2	·	-2	·	5	-5	i
CCOc1ccc(CCNC(=O)COc2cc(=O)n(C)c3ccccc23)cc1OCC	4	1.0	8	1.0	7	0	-1	-1	3	-0.2
O=C(COC(=O)c1ccc(O)cc1)Nc1ccc(Cl)cc1C(=O)c1ccccc1	0	-1.1	10	0.7	6	-1	-3	-1	-20	i
COc1ccccc1OCCCCN1CCN(c2ccccc2OC)CC1	0	-0.6	5	·	3	-3	-5	-2	-3	i
C=CCN(CC=C)C(=S)NC(=O)c1ccc(OC)cc1	-6	4.3	6	1.2	1	-4	14	-9	6	-0.3
O=C(CCCCn1c(=O)c2ccccc2n(Cc2ccccc2)c1=O)NC1CCN(Cc2ccccc2)CC1	-6	1.3	14	0.1	-5	1	-11	1	3	-0.5
CNC(=S)NC1CC2CCCC(C1)N2CC(C)C (centres undefined)	-10	-0.9	-6	·	3	0	27	5	8	-7.1
Cc1cc(C(=O)Nc2c(C)nn(Cc3c(Cl)cccc3Cl)c2C)no1	-3	-1.5	8	·	2	0	-1	0	7	i
CN1CCN(C(=O)/C(=C/c2ccco2)NC(=O)c2ccccc2)CC1	-11	-0.8	8	-0.1	5	-4	6	5	6	-4.0
O=C(NCC1CCN(Cc2ccccc2F)CC1)Nc1cccc(Br)c1	4	0.8	-1	0.7	-2	2	2	10	-3	-5.6
COc1cc(C(=O)Nc2ccc3c(c2)OCCO3)ccc1-n1cnnn1	-18	-0.1	-11	·	6	-1	18	5	-3	-0.4
Cn1cnnc1SCC(=O)NC1CCCc2ccccc21 (centres undefined)	-3	0.2	-3	0.6	2	-2	18	4	8	-0.4
O=C(C1CCN(S(=O)(=O)c2cccc3cccnc23)CC1)N1CCN(c2ccccn2)CC1	5	0.4	-1	·	-1	4	34	9	0	0.0
N#C[C@H]1C2OC2c2ccccc2N1C(=O)c1ccccc1 (some centres undefined)	-17	0.4	-2	0.0	·	0	·	2	-2	-0.4
N#Cc1ccc(/C=N/N=C(N)N)cc1	·	0.3	-9	·	-6	-12	21	8	0	·
CNC(=O)Cc1csc2ccc(Cl)cc12	-1	0.1	-4	·	2	1	-3	0	-13	i
Nn1c(SCC(=O)Nc2cccnc2Cl)nnc1-c1ccccc1	-9	-0.6	0	·	·	-5	·	-14	1	-0.8
O=C(/C=C/c1ccccc1)n1cnnc1SC/C=C/c1ccccc1	5	0.3	-4	2.7	-5	0	33	6	-2	i
CCOc1ccccc1NC(=O)c1cc(S(=O)(=O)N2CCOCC2)ccc1C	-10	1.1	5	1.1	7	-4	-9	1	-10	i
CC1(C)CC(=O)c2cc(OCC(=O)O)ccc2O1	-1	1.2	3	1.0	-1	-7	-14	-7	-3	-0.2
Oc1cccc(/C=N/N2CCCCC2)c1O	·	-0.8	9	-0.3	-3	-11	15	8	-1	i
CCc1noc(C)c1C(=O)NNC(=O)c1ccccc1Cl	-8	-0.9	-3	0.8	·	4	·	3	1	-2.6
CCOC(=O)COc1cccc2c(=O)n(CC(=O)NCc3ccc4c(c3)OCO4)ccc12	-1	-0.5	1	0.5	-1	5	42	-5	-1	-0.1
COc1ccc(OC)c(S(=O)(=O)CC(O)COc2ccccc2Cl)c1 (centres undefined)	-20	0.5	6	-2.3	8	-2	19	1	5	i
O=C(Nc1nnc(C2CC2)s1)C1Cc2ccccc2CN1S(=O)(=O)c1ccccc1F (centres undefined)	6	1.0	5	1.1	2	5	23	-7	-9	5.0
CCOc1ccc(NC(=O)CSc2ccc3nnc(-c4ccccn4)n3n2)cc1	-5	-2.1	-11	3.0	-3	-1	14	1	10	i
Cc1ccc(Nc2ccc3nonc3c2[N+](=O)[O-])cc1	-15	0.2	-3	-0.4	3	-1	-1	3	6	-0.2
Cc1ccc(-n2nnnc2SCC(=O)NNC(=O)c2ccco2)cc1C	0	-1.2	3	-0.3	8	0	14	-1	2	-0.2
CCOCCn1ccc2c(OCC(=O)Nc3cc(OC)ccc3OC)cccc2c1=O	7	0.8	0	1.9	·	-5	·	29	5	-1.2
C[C@H](NC(=O)c1ncn(Cc2ccccc2)c1C(=O)N[C@@H](C)c1ccccc1)c1ccccc1	5	-0.1	50	0.8	·	-4	·	-2	-7	-0.8
O=C(CSc1nnc(CNC(=O)c2ccco2)o1)Nc1ccccc1C(F)(F)F	-16	0.6	3	-0.2	4	0	-3	11	-2	i
Nc1nc(SCC(=O)Nc2ccc(Br)cc2Br)n[nH]1	-4	-2.2	-2	1.4	·	4	·	11	-11	i
O=C(Cc1n[nH]c(=O)c2ccccc12)NCc1ccc(Cl)cc1	-9	-0.5	-1	1.3	0	-6	19	4	0	-0.6
N#Cc1nc(Cc2cccc3ccccc23)oc1N1CCC(C(N)=O)CC1	25	0.5	23	·	0	-3	8	-4	-5	i
CC(CNc1ccc([N+](=O)[O-])c2cccnc12)Nc1c([N+](=O)[O-])cc(C(F)(F)F)cc1[N+](=O)[O-] (centres undefined)	38	-0.2	-2	·	1	-5	-1	15	-7	-0.7
CC(=O)c1ccc(NC(=O)CSc2nc3ccccc3c(=O)n2CCCN2CCOCC2)cc1	4	-0.4	17	8.6	·	8	·	6	2	0.6

Random excerpt: 3 compounds from above.
SMILES	PriA SSB inh	PfHsp40 yeast	Y pestis TopoI	TcdB inh	SARS 3CLpro inh	Anthrax LF prot	DUSP3 inh	MazF activator	Rv3671c protease	BH1578 lux ind
N#Cc1nc(Cc2cccc3ccccc23)oc1N1CCC(C(N)=O)CC1	25	0.5	23	·	0	-3	8	-4	-5	i
CC(=O)c1ccc(NC(=O)CSc2nc3ccccc3c(=O)n2CCCN2CCOCC2)cc1	4	-0.4	17	8.6	·	8	·	6	2	0.6
CC1(C)CC(=O)c2cc(OCC(=O)O)ccc2O1	-1	1.2	3	1.0	-1	-7	-14	-7	-3	-0.2

Next part
SMILES	PriA SSB inh	PfHsp40 yeast	Y pestis TopoI	TcdB inh	SARS 3CLpro inh	Anthrax LF prot	DUSP3 inh	MazF activator	Rv3671c protease	BH1578 lux ind
COc1ccc(OC)c(S(=O)(=O)N2CCCc3ccccc32)c1	-3	0.7	9	·	-2	2	31	-1	-2	2.8
CCc1nc(C(N)=O)c2[nH]c(=O)n(-c3ccccc3F)c2n1	5&-28	0.5	5	0.4	0	2	2	9	-3	-4.6
Cn1c(/C(C#N)=C(\O)c2cc(Cl)sc2Cl)nc2ccccc21	-5	-0.8	-10	2.1	1	·	-3	-1	-1	-0.2
CSc1nnc(-c2ccc(S(=O)(=O)N3CCCC3)cc2)n1C	-4	0.1	-10	-10	0	3	-5	0	-1	0.2
N/C(=N\S(=O)(=O)c1ccccc1)c1ccc([N+](=O)[O-])cc1	·	0.7	-12	·	-4	0	1	0	-11	-0.4
COc1ccc(OCC(O)Cn2ccnc2C)cc1 (centres undefined)	0	-1.2	2	·	4	7	9	0	10	i
O=C(Nc1ccccc1NS(=O)(=O)c1ccc(F)cc1)C1CCCC1	8	-0.1	-7	0.6	5	1	17	-17	11	0.0

Quoted from the listing:
BH1578 lux ind result of COc1ccc(OC)c(S(=O)(=O)N2CCCc3ccccc32)c1 : 2.8
PriA SSB inh result of Cn1c(/C(C#N)=C(\O)c2cc(Cl)sc2Cl)nc2ccccc21 : -5

The list is partial; count on the stated rates, not on these rows.
